697 NFkB inh: inhibitors of the PMA/ionomycin-induced NF-kB reporter in 697 B cells; 697 B-cell NF-kB luciferase reporter, 16 h; inhibition, % at 4 µM; actives 0.33% (n = 330,000); in the data active = inhibition above about 35%
Mdm2-MdmX inh: inhibitors of human Mdm2/MdmX interaction; O15151+Q00987; SaOS-2 split-luciferase Mdm2/MdmX complementation, luminescence; inhibition, % at 8 µM; actives 3% (n = 330,000); AID 485346;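 active = inhibition of at least 50% at 8 µM in the primary screen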
CHOP UPR activ: activators of apoptotic arm of unfolded protein response (CHOP) | AID 449763 | actives 0.34% (n = 330,000) | activation, % at 10 µM | CHO-CHOP luciferase reporter, UPR activation, luminescence; percent of tunicamycin response over DMSO baseline;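 active = at 10 µM dose, activation of 40% or more, normalized to positive control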;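 note: 100% = tunicamycin at 10 µg/mL and 0% = DMSO alone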
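measured by = luciferase luminescence | assay system = CHO-CHOP cells, stable luciferase reporter of PERK-eIF2a-CHOP signalling | amount = 500 reporter cells seeded per well | timing = 6 h compound exposure at 37 °C after overnight seeding | controls = positive tunicamycin 10 µg/mL, negative DMSO alone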
CCR6 antag: antagonists of human CCR6 receptor; actives 0.49% (n = 340,000); inhibition, % at 20 µM; P51684; CHO-K1 CCR6 PathHunter beta-arrestin, luminescence, CCL20-stimulated; AID 493098;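 active = compounds whose inhibition of the agonist-driven luminescence signal at 20 µM reaches about 50%, limit read from the data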;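 note: cells stimulated with CCL20 at 14 nM final; plate controls were DMSO with CCL20 for no effect and DMSO without agonist for full effect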
Target sequence (P51684 whole entry, looked up): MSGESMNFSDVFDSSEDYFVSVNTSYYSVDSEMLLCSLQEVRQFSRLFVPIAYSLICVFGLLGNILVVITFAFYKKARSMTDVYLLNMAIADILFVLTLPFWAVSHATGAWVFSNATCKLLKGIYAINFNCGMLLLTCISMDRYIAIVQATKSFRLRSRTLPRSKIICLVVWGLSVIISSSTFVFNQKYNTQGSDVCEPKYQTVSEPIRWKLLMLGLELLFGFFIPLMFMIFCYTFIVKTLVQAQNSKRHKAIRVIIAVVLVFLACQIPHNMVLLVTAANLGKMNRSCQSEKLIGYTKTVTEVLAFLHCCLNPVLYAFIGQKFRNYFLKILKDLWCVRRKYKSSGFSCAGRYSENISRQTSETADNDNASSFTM
Gli-Sufu antag: blocks Gli-Sufu signaling in a luciferase reporter; inhibition, % at 5 µM; Sufu-KO-LIGHT fibroblasts, Gli luciferase reporter luminescence; actives 0.74% (n = 340,000);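 active = inhibition above about 55%, limit read from the data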;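 note: 0% = DMSO-treated cells and 100% = wells with medium but no cells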
CXCR6 inh: blocks human CXCR6 beta-arrestin recruitment | CHO-K1 PathHunter CXCR6 beta-arrestin, luminescence | inhibition, % at 20 µM | actives 0.36% (n = 360,000) | AID 602244; in the data active = inhibition above about 34%, passing the limit was not always enough;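 note: antagonist mode with CXCL16 agonist at 10 nM final; 0% = 10 nM CXCL16 with DMSO and 100% = unstimulated wells without agonist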
Target sequence (O00574 whole entry, looked up): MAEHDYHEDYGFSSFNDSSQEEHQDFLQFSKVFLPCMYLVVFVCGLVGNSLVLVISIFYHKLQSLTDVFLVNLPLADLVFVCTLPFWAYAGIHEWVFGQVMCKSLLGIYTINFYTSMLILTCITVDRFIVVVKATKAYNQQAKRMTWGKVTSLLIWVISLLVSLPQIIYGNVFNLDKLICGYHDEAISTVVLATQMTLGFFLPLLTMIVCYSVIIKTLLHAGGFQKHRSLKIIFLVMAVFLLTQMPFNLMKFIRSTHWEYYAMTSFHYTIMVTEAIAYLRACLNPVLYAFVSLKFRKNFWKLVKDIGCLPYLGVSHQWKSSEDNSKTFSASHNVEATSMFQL
Jurkat NFkB inh: inhibitors of the PMA/ionomycin-induced NF-kB reporter in Jurkat cells; PMA/ionomycin-induced NF-kB luciferase reporter, luminescence; inhibition, % at 4 µM; actives 0.53% (n = 330,000); in the data active = inhibition above about 50%
XBP1 UPR activ: activators of adaptive arm of unfolded protein response (XBP1); CHO-XBP1 luciferase reporter, IRE1-XBP1 UPR activation, luminescence; percent of tunicamycin response, DMSO as zero; actives 0.33% (n = 330,000); activation, % at 20 µM;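 active = versus positive control, 20 µM dose yields 30% or more activation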;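 note: 100% = tunicamycin at 10 µg/mL and 0% = DMSO only wells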
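Material: CHO-XBP1 cells stably carrying IRE1-XBP1-driven luciferase reporter | Medium: F12 with 10% serum | Compound dosing: 20 µM single concentration, DMSO 1% | Incubation: Overnight seeding at 37 °C, 6 h compound treatment at 37 °C | Detection: Steady-Glo luminescence read | Read-out basis: % activation of reporter signal versus tunicamycin and DMSO controls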
EBI2 antag: antagonists of human EBI2 receptor | P32249 | EBI2 beta-arrestin recruitment, luminescence, 7a,25-OHC stimulated | inhibition, % at 5 µM | actives 0.81% (n = 360,000) | AID 651636; in the data active = inhibition above about 38%;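 note: enzyme fragment complementation signal reports receptor beta-arrestin coupling in cells; 0% = agonist plus DMSO wells and 100% = wells without agonist; some results beyond the cut were filed as inactive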
Target sequence (P32249 whole entry, looked up, the tested form may be a part): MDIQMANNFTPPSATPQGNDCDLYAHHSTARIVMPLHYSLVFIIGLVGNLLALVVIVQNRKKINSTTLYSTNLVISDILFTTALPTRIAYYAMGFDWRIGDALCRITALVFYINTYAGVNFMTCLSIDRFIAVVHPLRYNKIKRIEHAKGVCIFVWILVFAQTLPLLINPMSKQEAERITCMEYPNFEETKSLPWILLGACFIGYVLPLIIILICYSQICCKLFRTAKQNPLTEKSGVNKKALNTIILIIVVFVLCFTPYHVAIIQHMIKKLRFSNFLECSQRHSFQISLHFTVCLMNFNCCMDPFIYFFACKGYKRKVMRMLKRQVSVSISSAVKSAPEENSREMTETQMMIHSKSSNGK
* marks the source's active call; other numbers are inactive results; nt = not tested or not shown.

SMILES	697 NFkB inh	Mdm2-MdmX inh	CHOP UPR activ	CCR6 antag	Gli-Sufu antag	CXCR6 inh	Jurkat NFkB inh	XBP1 UPR activ	EBI2 antag
Cc1sc2nc(SCC(=O)NCc3ccco3)n(C)c(=O)c2c1C	4	28	-1.3	-4	-4	4	23	-1	1
CCOC(=O)CC(=O)CSc1nc2ccc(C)cc2cc1C#N	-168	-46	3.2	3	-4	-6	-114	5	-3
N#C/C(=C(/O)COC(=O)CSc1ccc2ccccc2c1)c1nc2ccccc2[nH]1	-22	51*	-1.0	39	3	17	30	1	1
CC(C)=CC(=O)OCC(=O)Nc1ccccc1Cl	9	-18	0.8	-7	-2	-4	9	4	3
C(=Cc1cnnc2ccccc12)c1ccccc1	nt	nt	nt	12	-23	-3	nt	nt	-13
CC(C)(C)c1ccc(C(=O)NCc2ccc(Cl)cc2)cc1	-29	4	4.4	5	-20	2	-26	-3	53*
Cc1cc(C)c(NC(=O)c2sc3nc4c(cc3c2N)C(=O)CC(C)(C)C4)c(C)c1	18	17	-0.5	-9	-2	3	7	-2	8
COC(=O)C1(Cc2cc(-c3cccc(Br)c3)no2)CCN(C(=O)OC(C)(C)C)CC1	-12	20	-1.2	11	5	-2	-6	-2	-1
COC(=O)c1c(NC(=O)c2nc3nc(C)cc(C(F)F)n3n2)sc2c1CCC2	14	14	-1.7	19	7	-2	-17	-3	11
CC(NC(=O)c1ccc(NC(=O)CC2SC(N3CCCC3)=NC2=O)cc1)c1ccc(S(N)(=O)=O)cc1 (stereo unspecified)	-6	13	0.0	7	-6	-6	-13	1	-17
O=[N+]([O-])c1cc([N+](=O)[O-])c(Oc2cncc(Cl)c2)cc1NC1CCCCCCC1	-33	74*	-0.6	-5	-4	-8	-44	8	-2
O=C(CSc1nnnn1-c1cccc2ccccc12)N1CCOCC1	6	5	-1.4	-12	-2	-10	2	-1	-4
COc1cc(CC(=O)OCC(=O)N2CC(=O)Nc3ccccc32)cc(OC)c1OC	8	-9	0.9	-2	28	3	-2	-1	-3
O=C(O)c1cn(-c2ccccc2)nc1-c1ccc(F)cc1	12	10	-0.8	-3	0	-5	14	-3	-15
Cc1ccnc(NC(=O)CN2C(=O)c3ccccc3C2=O)c1	16	9	-1.3	3	1	4	7	-1	10
COCCNC(=O)CSc1nc2ccc(N3CCOCC3)cc2c(=O)n1CCc1ccccc1	-9	10	0.8	-4	-3	-7	-34	3	19
O=C(CC(=O)c1ccccc1O)c1cccc(F)c1	-79	19	31	7	-8	14	-13	3	0
O=C(O)CCn1cc(C2CC(c3ccccc3)=NN2c2ccccc2)c(-c2ccccc2)n1 (stereo unspecified)	-16	20	0.2	0	-3	-4	0	0	-3
Cc1ccc(-c2ccc(CCC(=O)O)o2)cc1	-11	-4	2.4	5	-13	-10	-4	-1	-14
COC(=O)CSC1=C(C#N)C(c2ccsc2)CC(=O)N1 (stereo unspecified)	-24	41	0.5	1	5	9	24	0	-18
Cc1ccc(CSc2nnc(SCC(=O)N/N=C/C=C/c3ccccc3[N+](=O)[O-])s2)cc1	66*	-46	4.2	16	9	9	-7	-1	8
COc1cc(OC)cc(C(=O)NNc2nc3cc4c(cc3s2)OCO4)c1	-12	8	-0.2	5	-5	-6	-7	2	-16
Cc1noc(C)c1COc1ccccc1C(=O)N(C)Cc1ccc(C(C)(C)C)cc1	-48	2	-0.1	6	22	-16	-1	0	13
CCOC(=O)c1cc2nc(-c3ccccc3)cc(C)n2n1	-20	-8	-1.7	7	12	6	4	0	-13
COc1ccc(C(C)=O)cc1CSC(=N)N	18	-4	-1.0	6	-3	-8	-1	0	-5

More records follow.
SMILES	697 NFkB inh	Mdm2-MdmX inh	CHOP UPR activ	CCR6 antag	Gli-Sufu antag	CXCR6 inh	Jurkat NFkB inh	XBP1 UPR activ	EBI2 antag
Cc1ccc(/C=N/n2c(C)nnc2C)o1	8	-21	0.6	-2	-13	2	16	0	-8
S=C(c1ccc(-c2ccc(Cl)cc2Cl)o1)N1CCCCC1	-126	-136	6.5	12	-81	9	-89	7	2
Cc1cc(C(=O)N/N=C/c2cn[nH]c2-c2ccccc2)cs1	-19	1	2.3	-11	6	12	-13	-2	-7
COc1ccc(S(=O)(=O)N(C(=O)c2ccncc2)c2ccc(OC(=O)c3ccncc3)cc2)cc1	4	20	4.0	5	36	-3	-23	-3	1
CCOc1ccc(CCNC(=O)c2cc(-c3ccccc3)c(N3CCOCC3)s2)cc1OCC	-42	41	1.1	7	23	7	18	-4	16
CC1CCc2nc3ccc(S(=O)(=O)N4CCC(C(=O)NC(C)c5ccccc5)CC4)cc3c(C(=O)O)c2C1 (stereo unspecified)	-1	22	1.3	4	0	-10	2	-5	-1
O=C(O)C1CCCCC1C(=O)Nc1ccc(Cl)cc1Cl (stereo unspecified)	2	8	-1.8	3	9	2	1	-2	-5
CCN(CC)S(=O)(=O)c1ccc(NC(=O)COC(=O)c2cc(S(=O)(=O)Nc3ccc(OC)cc3)ccc2O)cc1	14	-3	1.6	3	nt	-2	-4	-2	-2
CCn1c(SCC(=O)Nc2cc(Cl)ccc2OC)nnc1C1CC1	2	1	0.7	3	9	3	-11	-1	-2
O=C(NCC1CC1)Nc1ccccc1	nt	nt	nt	7	-1	2	nt	nt	-9
O=C1CCC(C(=O)NC2(C(=O)NC3CCCCC3)CCCCC2)N1 (stereo unspecified)	9	-15	1.7	4	2	2	-8	-1	-6
Fc1ccc(-c2nnc(N3CCOCC3)c3ccccc23)cc1F	-35	-10	0.4	22	2	-23	-2	0	-7
Cc1sc2ncn3c(C)nnc3c2c1C	-18	-6	-2.6	7	9	-8	-6	-7	0
O=C(Cn1cnc2c(nnn2Cc2ccccc2)c1=O)NCC1CCCO1 (stereo unspecified)	-7	6	-0.6	8	6	3	4	-1	2
Cc1[nH]n2c(=O)c(C#N)c(-c3ccccc3)nc2c1-c1ccccc1	5	-12	1.2	4	4	-6	4	-1	15
CCCCN(CCCC)S(=O)(=O)c1ccc(NC(=O)CN2CCOCC2)cc1	0	5	-0.2	16	7	-5	7	-2	-17
CCOC(=O)c1c(S(=O)(=O)N2CCc3ccccc32)c(C)n(C)c1C	-5	-8	-1.1	8	3	0	0	-2	-7
CCc1ccc(OCc2ccc(C(=O)O)o2)cc1	-115	-88	-6.0	4	-70	-7	8	-7	-8
O=C(CP(=O)(c1ccccc1)c1ccccc1)N1CCOCC1	10	10	-0.3	-5	-7	-6	-6	-1	-7
COc1ccc(NC(=O)CSc2nc3scc(C)c3c(=O)[nH]2)cc1	9	21	-0.1	-13	4	9	9	-1	-4
CCOC(=O)CC1CCCCN1C(=O)c1ccc2oc(CCc3ccccc3)nc2c1 (stereo unspecified)	-7	16	5.4	18	0	-6	-4	2	4
O=C(CSc1nnc(CNC(=O)c2c(F)cccc2Cl)o1)Nc1ccc2c(c1)OCO2	16	9	-3.4	-7	-15	3	-13	1	0
Cc1ccc(C)c(NC(=O)CSc2nnc([C@@H](N)Cc3ccccc3)o2)c1	-4	14	-2.7	7	-33	2	2	1	-1
N#Cc1nc(Cc2ccccc2)oc1N1CCN(c2ccccc2)CC1	-12	-10	0.5	0	3	1	20	-3	13
Cc1cc(NC(=O)c2cccc(COc3ccc(Br)cc3)c2)no1	56*	-50	-2.5	2	-139	-2	-21	-1	4

Remaining list, next part
SMILES	697 NFkB inh	Mdm2-MdmX inh	CHOP UPR activ	CCR6 antag	Gli-Sufu antag	CXCR6 inh	Jurkat NFkB inh	XBP1 UPR activ	EBI2 antag
COc1cc(/C=C/C(=O)OCC(=O)NC2CC2)cc(S(=O)(=O)N2CCc3ccccc32)c1OC	-10	-40	-0.9	6	-5	9	-22	-2	3
CS(=O)(=O)c1cnc(-c2ccccc2)nc1Sc1ccc(F)cc1	-59	14	2.4	-3	-2	0	-45	2	-23
OCC1(Cc2ccc(Cl)cc2)CCN(Cc2ccc(Oc3ncccn3)cc2)CC1	15	14	-1.7	-6	31	3	0	-4	-1
Cc1ccc(CNC(=O)CSc2nc3[nH]ncc3c(=O)[nH]2)cc1	-14	-2	1.5	-13	-3	-3	13	0	-3
CCOc1ccc(-c2nnc3n2N=C(c2ccc(OC)cc2)CS3)cc1	10	38	0.7	8	12	7	38	13	30
COc1ccccc1NC(=O)CN1CCC(c2nc3ccccc3[nH]2)CC1	3	13	0.1	25	17	-3	-6	-2	-7
CCOC(=O)CSC1=C(C#N)C(C)C2=C(CCCC2=O)N1 (stereo unspecified)	9	-27	1.2	25	2	-4	-17	-6	6
O=C(O)CC1(CC(=O)Nc2nccs2)CCCCC1	nt	nt	nt	-14	-11	-1	nt	nt	0
O=C(NCc1ccccn1)C1CCC(=O)N1C1CCCC1 (stereo unspecified)	10	12	1.4	3	-10	0	1	-3	-2
O=C(C1CCN(c2nnc(N3CCCC3=O)s2)CC1)N1CCN(Cc2ccc3c(c2)OCO3)CC1	nt	nt	nt	3	-4	-3	nt	nt	-4
CCn1nc(CC(=O)Nc2nnc(CC(=O)N3CCOCC3)s2)c2ccccc2c1=O	14	19	-2.6	-11	1	-4	6	2	-19
CN(C)S(=O)(=O)c1cc(NC(=O)COC(=O)C2CSC3(C)CCC(=O)N23)ccc1Cl (stereo unspecified)	10	-21	0.3	8	-4	5	-4	0	0
CCc1cccc(C)c1NS(=O)(=O)c1cc(Br)cnc1N	-12	13	0.3	18	-20	0	-25	-1	-9
O=C(CN1C(=O)CCC1=O)Nc1nc(-c2ccccn2)cs1	15	4	1.7	-4	-14	0	10	0	0
CC(=O)c1ccc(OCCNS(=O)(=O)c2ccc(-n3cnnn3)cc2)cc1	-12	2	-1.0	-2	4	-4	0	-4	-2
CN1CCN(C(=O)CC2(CC(=O)O)CCCC2)CC1	17	9	1.3	-2	-9	-4	3	0	3
COc1ccc(NCC(=O)Nc2cc(S(=O)(=O)N3CCOCC3)ccc2N2CCOCC2)c(OC)c1	4	-21	0.2	-4	1	-2	-3	-2	0
COc1ccc(CCN2C(=O)CC(NC34CC5CC(CC(C5)C3)C4)C2=O)cc1OC (stereo unspecified)	5	-5	0.8	3	5	-1	0	0	1
COc1ccc(OCc2cc(C(=O)NC3CCOCC3)no2)c2ccccc12	-7	0	1.5	-22	-2	-18	8	3	-15
O=C(CCN1C(=O)/C(=C/c2ccccc2F)SC1=S)Nc1cccnc1	-16	-10	-0.2	-1	-1	-10	-5	-6	-3
O=C(CNC(=O)c1cccc(Br)c1)NCCc1nc2ccccc2[nH]1	9	13	-2.4	-4	4	1	12	1	-5

Entries listed so far with a cyano group:
SMILES	697 NFkB inh	Mdm2-MdmX inh	CHOP UPR activ	CCR6 antag	Gli-Sufu antag	CXCR6 inh	Jurkat NFkB inh	XBP1 UPR activ	EBI2 antag
CCOC(=O)CC(=O)CSc1nc2ccc(C)cc2cc1C#N	-168	-46	3.2	3	-4	-6	-114	5	-3
N#C/C(=C(/O)COC(=O)CSc1ccc2ccccc2c1)c1nc2ccccc2[nH]1	-22	51*	-1.0	39	3	17	30	1	1
COC(=O)CSC1=C(C#N)C(c2ccsc2)CC(=O)N1 (stereo unspecified)	-24	41	0.5	1	5	9	24	0	-18
Cc1[nH]n2c(=O)c(C#N)c(-c3ccccc3)nc2c1-c1ccccc1	5	-12	1.2	4	4	-6	4	-1	15
N#Cc1nc(Cc2ccccc2)oc1N1CCN(c2ccccc2)CC1	-12	-10	0.5	0	3	1	20	-3	13
CCOC(=O)CSC1=C(C#N)C(C)C2=C(CCCC2=O)N1 (stereo unspecified)	9	-27	1.2	25	2	-4	-17	-6	6
